# NTR1 agonist: agonists of NTR1, primary screen, imaging, U2OS cells, beta-arrestin-GFP, high content (AID 493036). Neurotensin receptor type 1 (Homo sapiens), P30989. NTR1-U2OS beta-arrestin-GFP spot imaging, agonist mode. activation, % at 20 µM. hit rate 0.17% among 330,000;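 active = activation at or above 40% of the spot to cytoplasm intensity ratio, with at least 20 cells analyzed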;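 also: 0% = DMSO without peptide and 100% = 100 nM NTR1 peptide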
# Target sequence (P30989 whole entry, looked up): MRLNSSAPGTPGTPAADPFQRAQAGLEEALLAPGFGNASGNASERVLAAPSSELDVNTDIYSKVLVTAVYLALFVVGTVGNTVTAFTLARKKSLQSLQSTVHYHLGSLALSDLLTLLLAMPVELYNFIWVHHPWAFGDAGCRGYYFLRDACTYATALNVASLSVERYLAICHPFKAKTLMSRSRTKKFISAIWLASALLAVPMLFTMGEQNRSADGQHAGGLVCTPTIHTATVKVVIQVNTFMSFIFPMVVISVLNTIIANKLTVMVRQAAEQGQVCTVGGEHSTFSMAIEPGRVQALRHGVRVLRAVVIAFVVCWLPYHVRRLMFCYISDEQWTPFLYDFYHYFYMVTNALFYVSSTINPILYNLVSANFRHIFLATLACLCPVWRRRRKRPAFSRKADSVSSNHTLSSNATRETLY
# KOR beta-arrestin-1: KOR antagonists, beta-arrestin recruitment, cell-based, luminescence, uHTS (AID 1778); Kappa-type opioid receptor (Homo sapiens); KOR beta-arrestin recruitment, luminescence, antagonist mode; higher % means a stronger effect; one-dose inhibition, % at 10 µM; IC50 in µM for titrated hits; hit rate 0.091% among 290,000; also: strong numbers were not always called active
# GPR55 antagonists: GPR55 antagonists blocking LPI-driven arrestin recruitment, primary screen, imaging, U2OS, beta-arrestin-GFP, LPI agonist (AID 2013); G-protein coupled receptor 55 (Homo sapiens); U2OS GPR55 beta-arrestin-GFP translocation imaging, LPI antagonism; higher % means a stronger effect; one-dose inhibition, % at 10 µM; IC50 in µM for titrated hits; hit rate 0.13% among 290,000;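 active = spots per cell inhibited over 60%, with over 100 cells counted and total cytoplasm intensity under 500,000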;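 also: U2OS cells stably carrying GPR55 and arrestin-GFP stimulated by 5 µM LPI near EC80; imaged beta-arrestin-GFP aggregate spots per cell after agonist stimulation; plate controls were LPI-stimulated DMSO wells for no effect and DMSO wells without LPI for full effect; some results filed as inactive read as strong as hits; confirmed hits need IC50 under 10 µM and bright autofluorescent wells are also inconclusive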
# GPR55 activation: GPR55 agonists via beta-arrestin recruitment, primary screen, imaging, U2OS cells, beta-arrestin-GFP redistribution (AID 1961). G-protein coupled receptor 55 (Homo sapiens). U2OS GPR55 beta-arrestin-GFP redistribution imaging; higher % means a stronger effect. activation, % at 10 µM, or EC50 in µM where a hit was titrated. hit rate 0.048% among 290,000;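 active = activation above 40% with more than 50 cells counted in the well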;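 also: U2OS osteosarcoma cells stably expressing GPR55 and beta-arrestin-GFP; plate controls were DMSO negative control for no effect and LPI positive control for full effect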
# NOD1 NF-kB reporter: NOD1 signaling inhibitors, primary screen, cell-based, luminescence, uHTS (AID 1578). NOD1-driven NF-kB luciferase reporter cells, luminescence; higher % means a stronger effect. one-dose inhibition, % at 4 µM; EC50 in µM for titrated hits. hit rate 1% among 290,000; in the data active = inhibition mostly above about 36%, no sharp cut-off; inactive = mostly below about 34%;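 also: HEK-293T reporter cells stimulated with the NOD1 agonist gamma-tri-DAP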
# KOR beta-arrestin-2: KOR agonists, beta-arrestin recruitment, primary screen, cell-based, luminescence, uHTS (AID 1777); Kappa-type opioid receptor (Homo sapiens); KOR beta-arrestin recruitment, luminescence; higher % means a stronger effect; activation, % at 10 µM; hits with a dose series show EC50 in µM; hit rate 0.02% among 280,000; in the data active = activation above about 50%, passing the limit was not always enough; also: a part of the inactive calls stands beside numbers as strong as those of hits
# Myeloid diff MLP: induction of myeloid progenitor differentiation, primary screen, cell-based, flow cytometry, MLPCN library; calls only at 10 µM; hit rate 1% among 360,000; AID 624256, 2012; ER-HoxA9 myeloid progenitors, lysozyme-GFP differentiation;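 active = normalized GFP-positive differentiation at or above the plate's own cutoff, the solvent-only control mean plus 3 SD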;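 also: cells exposed to compound for four days before flow analysis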
# NOD2 inhibition: NOD2 signaling inhibitors, cell-based, luminescence, uHTS, HEK293 (AID 1566) | HEK293 NOD2/NF-kB luciferase reporter, luminescence; higher % means a stronger effect | hit rate 0.63% among 290,000 | inhibition, % at 4 µM; hits with a dose series show EC50 in µM; also: many of its hits are not listed in these tables
# T cell HTS: modulators of CD8 T cell-vesicle binding, primary screen, mouse 2C CD8+ T cells, flow cytometry | 2C CD8+ T cell-vesicle binding; stronger effect = lower value | calls only at 7 µM | hit rate 0.068% among 330,000 | AID 2052, 2009;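 active = response, share of CD8 T cells binding vesicles, and their 90th percentile fluorescence all below set limits, cut at about 80% in these data, passing the limit was not always enough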
#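 Material: murine 2C transgenic CD8+ T lymphocytes / Also added: QL9-peptide-loaded Drosophila micro-vesicles bearing Ld, ICAM-1 and B7-1 / Schedule: binding step 1.5 h, 37 °C, antibody labelling 20 min, ice / Signal: flow cytometry, PE anti-B7-1 (FL2) versus Alexa647 anti-CD8 (FL8), PFA-fixed / Evaluation: percent CD8+ FL2 mean versus row control / Benchmarks: naked versus QL9-loaded vesicles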
# T cell HTS vesicle-bound %: also measured in T cell HTS; calls as there; double positive events, %; measured here: CD8+ vesicle-bound cell fraction;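 binding gate set so that unloaded-vesicle control wells show 10% double positive cells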
# NTR1 agonist cell count 20 µM: also measured in NTR1 agonist; calls as there; cell count; measured here: cell count, cytotoxicity flag
# Myeloid diff MLP GFP+ MAC1+ %: second read-out of Myeloid diff MLP, no call of its own (marks repeat the call); GFP+ MAC1+ double positive, %; measured here: differentiation confirmed by MAC1 staining
# * marks the source's active call; other numbers are inactive results; i = inactive; / = not tested or not shown; [ ] = dose if it differs, or a comment. Rule as the data show it, unless noted: active = inhibition above about 50%; inactive = the rest. Only part of the results is shown; rates above refer to the full screens.
SMILES,NTR1 agonist,NTR1 agonist cell count 20 µM,KOR beta-arrestin-1,GPR55 antagonists,GPR55 activation,NOD1 NF-kB reporter,KOR beta-arrestin-2,Myeloid diff MLP,Myeloid diff MLP GFP+ MAC1+ %,NOD2 inhibition,T cell HTS,T cell HTS vesicle-bound %
O=C(NNC(=S)Nc1ccccc1)c1ccco1,-0.9,99,-14%,10%,-0.1%,-4%,2.7%,i,3.3,-7%,i,34
Cc1cc(CNC(=O)COc2ccccc2)c2ccccc2n1,/,/,-2%,-8%,-0.4%,-47%,-2.9%,i,0.2,3%,/,/
CCn1c(C(=O)NCc2ccccn2)cc2sccc21,1.1,63,20%,12%,0.2%,-31%,-3.6%,i,6.4,-9%,i,47
O=C1NC(=O)/C(=C\c2cn(CC(=O)N3CCOCC3)c3ccccc23)S1,-0.4,71,-5%,-4%,0.4%,-44%,-0.3%,i,1.9,-4%,i,22
CCc1cccc(CC)c1NC(=O)C1CC(=O)N(c2ccc3c(c2)OCCO3)C1 (configuration not stated),0.4,90,-24%,7%,0.3%,-16%,1.4%,i,1.4,20%,i,25
Cc1ccc(NC(=O)COc2ccc(Br)cc2C)cc1,2.1,69,/,-1%,0.7%,-33%,-0.1%,i,1.1,-46%,i,42
CCCNC(=O)C(=O)NCC1CCCN1CC (configuration not stated),-0.4,52,8%,4%,0.6%,-18%,1.0%,i,0.4,5%,i,46
Cc1ccc(C(C)C)c(OCCNC(=O)c2cncc(Br)c2)c1,3.1,40,8%,16%,-0.1%,17%,0.3%,/,/,17%,i,39
N#CCCN(CCC#N)C(=O)c1ccc(Cl)cc1,1.5,59,-8%,0%,0.6%,-18%,1.5%,i,7.1,8%,i,43
Oc1c(Cl)cc(Cl)cc1CNc1nccs1,-1.6,64,-10%,9%,0.5%,-24%,1.9%,i,0.4,19%,i,60
CC(C)(C)N(Cc1cc2ccccc2[nH]c1=O)C(=O)C1CCCCC1,0.1,51,43%,2%,-0.1%,-34%,2.0%,i,1.2,8%,i,44
CN(C)/N=C/C=C1\CCC/C(=C/c2cccs2)C1=O,5.0,56,26%,10%,0.2%,-7%,1.5%,/,/,-153%,i,48
Cc1ccc(NC(=O)C(C)N2C(=O)C3CC=C(Cl)CC3C2=O)cc1 (configuration not stated),-1.4,56,3%,10%,-0.1%,-22%,0.8%,i,0.6,5%,i,30
Cc1nc2cc(NC(=O)COc3ccccc3C#N)ccc2n1-c1ccccc1,6.1,48,-26%,1%,0.0%,-16%,-1.9%,i,0.6,22%,i,11
CSc1nnc(-c2ccc(F)cc2)o1,0.7,53,-12%,0%,-0.2%,-10%,2.3%,i,3.4,6%,i,7
COC(=O)c1ccc(NC(=O)CSc2nncc3ccc(OC)c(OC)c23)cc1,-0.5,51,14%,6%,-0.1%,-32%,4.5%,i,1.8,12%,i,4
CC1(C)Cc2c(sc(NC(=O)c3ccco3)c2C#N)CO1,-0.8,79,20%,-13%,-0.2%,-48%,-3.5%,i,1.8,-74%,i,40
CC1=Nn2c(nnc2-c2cccs2)SC1,1.4,44,-13%,6%,-0.2%,-9%,0.1%,i,1.7,6%,i,20
Cc1ccc(-c2csc3n[nH]c(=S)n23)cc1,-0.3,45,-7%,6%,0.3%,6%,0.4%,i,0.8,5%,i,27
C/C(=C\c1cccc(Cl)c1)C(=O)c1c(C)cc(C)[nH]c1=O,-0.5,51,-13%,9%,0.0%,9%,-0.2%,i,0.3,-19%,i,23
O=C(NNC(=O)C1CCN(S(=O)(=O)c2ccc(Cl)cc2)CC1)c1ccncc1,2.2,22,-5%[20 µM],-10%,0.1%,18%,-1.7%,i,0.4,11%,i,46
COc1ccc(S(=O)(=O)N2CCCCC2)cc1NC(=O)c1ccc2c(c1)OCO2,1.6,60,1%,11%,-0.2%,-19%,-1.9%,i,0.6,18%,i,16
O=S(=O)(c1ccc(Br)cc1)N1CCCc2ccccc21,1.2,56,12%,-3%,-0.2%,-4%,4.1%,i,0.5,6%,i,48
Cc1[nH]nc(N2CCCCCC2)c1[N+](=O)[O-],0.4,79,27%,-1%,0.0%,-6%,-2.1%,i,0.3,13%,i,13
CC(=O)Nc1ccc(N2CCN(Cc3ccccc3)CC2)cc1,0.0,91,24%,-4%,0.4%,-4%,-3.6%,i,0.8,5%,i,21
Cn1c(CNS(=O)(=O)c2cccc(Cl)c2)cc(=O)n(C)c1=O,0.8,80,-11%,-7%,0.0%,-1%,6.5%,i,5.3,8%,i,8
COc1ccc2c(CC(=O)OCC(=O)c3ccc(F)cc3)coc2c1,0.6,48,8%,5%,-0.2%,-95%,-1.7%,i,1.5,-13%,i,32
O=C(N/N=C/c1ccc2c(c1)OCO2)c1ccc2c(c1)OCO2,3.1,61,-13%,15%,-0.1%,-43%,4.6%,i,0.5,-137%,i,20
O=C(NCCCNC1CCCCC1)c1ccc(/C=N/O)nc1,-0.7,54,2%,8%,-0.1%,-6%,-1.2%,i,1.3,5%,i,30
O=C1OCc2cccc3cccc1c23,-0.6,57,-7%,9%,0.0%,-6%,-1.1%,i,2.0,-2%,i,32

# Quoted at random: two compounds from above.
SMILES,NTR1 agonist,NTR1 agonist cell count 20 µM,KOR beta-arrestin-1,GPR55 antagonists,GPR55 activation,NOD1 NF-kB reporter,KOR beta-arrestin-2,Myeloid diff MLP,Myeloid diff MLP GFP+ MAC1+ %,NOD2 inhibition,T cell HTS,T cell HTS vesicle-bound %
C/C(=C\c1cccc(Cl)c1)C(=O)c1c(C)cc(C)[nH]c1=O,-0.5,51,-13%,9%,0.0%,9%,-0.2%,i,0.3,-19%,i,23
CCCNC(=O)C(=O)NCC1CCCN1CC (configuration not stated),-0.4,52,8%,4%,0.6%,-18%,1.0%,i,0.4,5%,i,46

# More results follow:
SMILES,NTR1 agonist,NTR1 agonist cell count 20 µM,KOR beta-arrestin-1,GPR55 antagonists,GPR55 activation,NOD1 NF-kB reporter,KOR beta-arrestin-2,Myeloid diff MLP,Myeloid diff MLP GFP+ MAC1+ %,NOD2 inhibition,T cell HTS,T cell HTS vesicle-bound %
CCCCc1nnc(SCc2ccc(OCC)cc2)n1N,0.2,96,10%,3%,0.7%,8%,8.6%,i,1.2,-1%,i,17
CCOc1ccccc1CN1CCN(Cc2ccc3cccc(OC)c3n2)CC1CCO (configuration not stated),1.9,54,-12%,-2%,0.2%,4%,-5.1%,i,0.5,17%,i,53
COc1ccc(S(=O)(=O)N2Cc3ccccc3CC2C(=O)N2CCOCC2)cc1 (configuration not stated),-0.5,56,-2%,-4%,-0.1%,3%,0.0%,i,0.9,10%,i,33
COc1cc([N+](=O)[O-])ccc1N/C=C/C(=O)c1cccs1,3.4,72,27%,28%,-0.2%,/,0.8%,i,1.3,-214%,i,19
CC(C)Cn1c(=O)c2c(nc3n2CCCN3Cc2ccccc2)n(C)c1=O,0.8,38,-14%,5%,0.5%,-7%,0.3%,i,0.5,15%,i,14
CCOc1ccc(C(=O)NC2CC(C)(C)NC(C)(C)C2)cc1,1.3,56,12%[20 µM],-11%,-0.2%,-34%,-2.4%,i,0.6,6%,i,48
CC(=O)Nc1ccc(Oc2ccc(-c3noc(C)n3)cc2)cc1,-1.5,37,-37%,6%,0.1%,20%,4.3%,/,/,3%,i,12
COc1ccc(S(=O)(=O)N(CC(=O)N2CCCC2)Cc2ccccc2)cc1,-0.2,39,0%,0%,-0.1%,13%,0.5%,i,0.7,31%,i,50
COc1cc(/C=N/NC(=O)Cc2csc(N3CCOCC3)n2)cc(OC)c1O,0.4,47,43%,8%,0.6%,-24%,-3.3%,i,0.2,-10%,i,7
COc1ccc(OC)c(C(c2nnnn2CCc2ccccc2)N2CCC(C(N)=O)CC2)c1 (configuration not stated),-2.3,99,0%,7%,-0.2%,-1%,5.9%,i,0.7,-7%,i,34
CCOC(=O)c1ccc(NC(=O)CSc2nc3ncccc3[nH]2)cc1,-0.5,53,/,8%,0.1%,-10%,7.1%,i,1.1,-2%,i,47
CCOC(=O)C1=C(CN2CCSCC2)NC(=O)NC1c1cccc([N+](=O)[O-])c1 (configuration not stated),0.7,69,-15%,11%,-0.1%,-21%,-3.6%,i,0.4,9%,i,27
NC(=O)C[n+]1cccc(C(=O)Nc2ccccc2)c1,-0.5,72,-20%,8%,-0.2%,21%,1.1%,i,0.6,12%,i,70
CCOC(=O)C(=O)Nc1cc(C(=O)OC)cc(C(=O)OC)c1,-0.3,39,-14%,3%,-0.2%,-36%,1.0%,i,1.1,17%,i,39
COc1ccc(CNC(=O)[C@H](C)NC(=O)[C@@H]2Cc3ccccc3CN2)cc1,-1.1,55,-10%,6%,-0.1%,-16%,-5.5%,i,2.6,11%,i,21

# Gathered by group: the compounds so far containing a Cl atom.
SMILES,NTR1 agonist,NTR1 agonist cell count 20 µM,KOR beta-arrestin-1,GPR55 antagonists,GPR55 activation,NOD1 NF-kB reporter,KOR beta-arrestin-2,Myeloid diff MLP,Myeloid diff MLP GFP+ MAC1+ %,NOD2 inhibition,T cell HTS,T cell HTS vesicle-bound %
N#CCCN(CCC#N)C(=O)c1ccc(Cl)cc1,1.5,59,-8%,0%,0.6%,-18%,1.5%,i,7.1,8%,i,43
Oc1c(Cl)cc(Cl)cc1CNc1nccs1,-1.6,64,-10%,9%,0.5%,-24%,1.9%,i,0.4,19%,i,60
Cc1ccc(NC(=O)C(C)N2C(=O)C3CC=C(Cl)CC3C2=O)cc1 (configuration not stated),-1.4,56,3%,10%,-0.1%,-22%,0.8%,i,0.6,5%,i,30
C/C(=C\c1cccc(Cl)c1)C(=O)c1c(C)cc(C)[nH]c1=O,-0.5,51,-13%,9%,0.0%,9%,-0.2%,i,0.3,-19%,i,23
O=C(NNC(=O)C1CCN(S(=O)(=O)c2ccc(Cl)cc2)CC1)c1ccncc1,2.2,22,-5%[20 µM],-10%,0.1%,18%,-1.7%,i,0.4,11%,i,46
Cn1c(CNS(=O)(=O)c2cccc(Cl)c2)cc(=O)n(C)c1=O,0.8,80,-11%,-7%,0.0%,-1%,6.5%,i,5.3,8%,i,8

# Compound activity from PubChem.
